M4 antag – blocks acetylcholine activation of human M4 receptor. CHO-hM4 cells, ACh EC80, Fluo-8 calcium fluorescence. inhibition, % at 3 µM. hit rate 0.73% among 360,000. AID 624125;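 active = inhibition above its plate's cutoff, the mean inhibition of sample wells plus 3 SD, cut at about 27% in these data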;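 also: 0% = acetylcholine EC80 with DMSO and 100% = DMSO without agonist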
CHRM4 PAM – potentiates acetylcholine response at human M4 receptor; activation, % at 3 µM; AID 624126; P08173; CHO-K1 hM4/Gqi5, Fluo-8 calcium fluorescence, ACh EC20; 0% = ACh EC20, 100% = maximal ACh; hit rate 0.4% among 360,000;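 active = activation above its plate's cutoff, the mean activation of sample wells plus 3 SD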; also: some results filed as inactive read as strong as hits
CHRM5 agonist – CHRM5 agonism in calcium assay | activation, % at 3 µM | CHO-K1 hM5 cells, Fluo-8 calcium fluorescence; 0% DMSO wells, 100% maximal acetylcholine response | AID 624037 | hit rate 0.19% among 360,000 | P08912;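 active = activation above the run's mean over test compounds plus 3 SD, cut at about 23% in these data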;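 also: signal is peak over basal fluorescence ratio across the kinetic read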
Target sequence (P08912 whole entry, looked up): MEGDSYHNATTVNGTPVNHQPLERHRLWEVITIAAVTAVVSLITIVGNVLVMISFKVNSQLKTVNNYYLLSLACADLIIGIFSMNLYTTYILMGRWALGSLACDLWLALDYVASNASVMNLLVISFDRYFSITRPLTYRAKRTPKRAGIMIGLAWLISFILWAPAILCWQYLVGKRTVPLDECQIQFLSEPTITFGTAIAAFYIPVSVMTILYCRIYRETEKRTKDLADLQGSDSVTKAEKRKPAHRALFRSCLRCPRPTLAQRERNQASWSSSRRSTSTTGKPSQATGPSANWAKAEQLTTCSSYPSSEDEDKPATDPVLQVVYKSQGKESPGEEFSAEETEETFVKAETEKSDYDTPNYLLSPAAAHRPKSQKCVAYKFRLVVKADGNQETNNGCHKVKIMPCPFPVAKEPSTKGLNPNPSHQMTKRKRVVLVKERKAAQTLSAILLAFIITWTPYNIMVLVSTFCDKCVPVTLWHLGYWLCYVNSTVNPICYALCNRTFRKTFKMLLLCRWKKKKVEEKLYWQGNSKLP
M5 PAM – positive allosteric modulators of human muscarinic M5 receptor; P08912; AID 624038; hit rate 0.3% among 360,000; CHO-K1 hM5, Fluo-8 calcium, ACh EC20 PAM; 0% = ACh EC20, 100% = ACh EC100; activation, % at 3 µM;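 active = activation above the run cutoff, the mean activation of all test compounds plus 3 SD, cut at about 18% in these data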
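Replicates: One well per compound, no replicates | System: Human M5 receptor in CHO-K1 cells | Benchmarks: Low control EC20 acetylcholine (0%), high control EC100 acetylcholine (100%) | Probe or stimulus: Acetylcholine, EC20 level | Times: Fluo-8 loading 80 min at 37 °C plus 30 min room temperature | Signal: Intracellular calcium via Fluo-8 fluorescence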
CHRM5 antagonist – antagonists of human muscarinic M5 receptor (CHRM5) | hit rate 0.59% among 360,000 | CHO-hM5 cells, Fluo-8 calcium fluorescence, ACh EC80 | inhibition, % at 3 µM | AID 624040;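 active = inhibition above a per-plate cutoff, the mean of that plate's test compounds plus 3 SD, cut at about 27% in these data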;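 also: 0% = acetylcholine EC80 with DMSO and 100% = DMSO without agonist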
M4 ag – CHRM4 agonism in calcium assay; P08173; CHO-K1 hM4/Gqi5, Fluo-8 calcium fluorescence; vehicle 0%, full acetylcholine response 100%; activation, % at 3 µM; hit rate 0.14% among 360,000;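 active = activation above the run mean over all test wells plus 3 SD, cut at about 32% in these data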;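 also: peak over basal fluorescence ratio per well then scaled between controls; 0% = DMSO wells and 100% = acetylcholine at EC100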
CRFR2-BP ag – CRF-BP/CRF-R2 complex agonism; hit rate 0.46% among 350,000; AID 588473; activation, % at 13.2 µM; HEK293 CRF-R2/CRF-BP, calcium dye fluorescence (FLIPR); percent of saturating CRF peptide response;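 active = activation of at least 50%, plus an integration ratio under a set limit after plate pattern correction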;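 also: plate controls were neutral control wells without compound for no effect and CRF at EC100 for full effect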
M1 antag – human CHRM1 antagonism; P11229; CHO-K1 hM1, Fluo-8 calcium fluorescence, ACh EC80 antagonist; inhibition, % at 3 µM; hit rate 1.3% among 360,000;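 active = percent inhibition above its own plate's cutoff, namely the mean of that plate's compound wells plus 3 SD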;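 also: peak over basal fluorescence ratio during 140 s after agonist addition; 0% = ACh EC80 plus DMSO and 100% = DMSO alone without agonist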
M1 PAM – potentiates human M1 receptor response to acetylcholine | activation, % at 3 µM | CHO-K1 hM1, Fluo-8 calcium fluorescence, ACh EC20; 0% = ACh EC20, 100% = maximal ACh | hit rate 0.088% among 360,000 | P11229; in the data active = activation above about 19%, passing the limit was not always enough
* hit, by the source's call; x = no result given.

structure	M4 antag	CHRM4 PAM	CHRM5 agonist	M5 PAM	CHRM5 antagonist	M4 ag	CRFR2-BP ag	M1 antag	M1 PAM
Cc1nn(C)cc1S(=O)(=O)N1CCN(c2ccc(F)cc2)CC1	2	0	-1	-4	8	0	1.3	-13	8
CCOc1ccc(S(=O)(=O)Nc2nc3cc(OC)ccc3s2)cc1	-1	24	-4	5	-2	1	-9.0	-11	5
O=Cc1s/c(=N\S(=O)(=O)c2ccccc2)n(CCCCl)c1Cl	26	-13	-4	9	5	2	-0.5	3	3
CCN(CC)S(=O)(=O)c1cccc(C(=O)Nc2cc(C)cc(C)c2)c1	-5	4	-6	-6	5	0	-0.8	-4	0
O=C(OCn1nnc2ccccc2c1=O)C1CCCCC1	-6	4	2	-4	-2	1	0.0	-9	5
COc1ccc(C(=O)NNC(=O)Cc2nc3nc(C)cc(C)n3n2)cc1	6	1	-4	-4	11	0	-0.3	0	5
CCCc1cc(N2CCCC(C(=O)NCC)C2)n2ncnc2n1 (centres undefined)	10	-4	2	0	0	0	-0.2	6	-6
CC(=O)Nc1cccc(NS(=O)(=O)c2c(C)noc2C)c1	3	-3	3	-4	3	6	-1.4	-3	1
COc1ccc(C(O)c2nccn2Cc2ccccc2)cc1OC (centres undefined)	-5	4	6	-4	7	5	-0.9	-9	-1
COc1ccc([N+](=O)[O-])cc1NC(=O)C(C)NNC(=O)c1cccc([N+](=O)[O-])c1 (centres undefined)	-5	6	1	1	0	2	-0.5	9	-6
CCc1nc2ccc(C(=O)NCCCn3ccnc3)cn2c1N(C)Cc1nccs1	-1	-3	-1	1	0	0	x	-13	2
CC(C)OCCCNC(=O)c1ccc(NS(C)(=O)=O)cc1	-2	5	1	6	-8	1	-0.5	-4	3
COc1ccc(CN2CCC[C@]3(N[C@H](c4ccccc4)[C@@H]4C(=O)N(Cc5ccccc5)C(=O)[C@@H]43)C2=O)cc1	-14	-8	1	-10	15	18	1.0	-3	-4
CCCCCCn1cc(CN2CC(N3CCN(Cc4ccccc4F)CC3)CS2(=O)=O)nn1 (centres undefined)	9	-3	0	-5	5	2	x	x	x
CCOc1cccc2cc(-c3nnc(NCc4ccc5c(c4)OCO5)s3)c(=O)oc12	-14	14	1	-3	0	1	-0.3	-7	2
CN1C(=O)C(CCC(N)=O)NC1=S (centres undefined)	-2	-12	2	-17	22	17	-1.3	11	-4
NC(=O)c1ccc(NC(=O)C#Cc2ccccc2)cc1	-5	-3	3	4	4	3	2.0	-12	6
COC(=O)c1nnn(CC(=O)NC(=O)Nc2c(C)cccc2C)c1C(=O)OC	-6	15	-1	-1	4	4	5.6	-15	6
CNc1c([N+](=O)[O-])cnn1-c1ccc(F)cc1	2	0	-2	9	8	0	1.2	-6	10
COc1ccc(-c2cn3nc(C)c(C)nc3n2)cc1OC	0	-3	1	0	15	1	0.9	1	4
c1ccc(-c2cn(C[C@H]3CC[C@H](Cn4cc(-c5ccccn5)nn4)O3)nn2)nc1	-15	2	2	4	4	1	4.3	-6	3
Cc1ccc(-c2n[nH]c(=S)n2/N=C/c2cccs2)cc1	15	-5	-2	-1	2	-1	-2.5	-6	3
CSCCC1NC(=O)N(CC(=O)Nc2c(Cl)cc(Cl)cc2Cl)C1=O (centres undefined)	1	4	2	5	0	1	1.5	-24	3
COc1ccc(NC(=O)CS(=O)CC(=O)NC2CCCc3ccccc32)cc1 (centres undefined)	13	4	0	-4	8	0	-2.1	-3	5
COC(=O)[C@@]1(C(C)C)N=C(c2cc(OC)c(OC)c(OC)c2)[C@]2(O1)C(=O)N(C)c1ccccc12	0	5	1	0	-1	0	x	x	x
COCCCNC(=O)C[C@@H]1C[C@@]2(C(=O)OC)CCCCC=C2N(Cc2ccco2)C1=O	-2	7	4	-2	0	0	x	x	x
COc1ccc(CCNC(=O)C(=O)NCC2OCCN2S(=O)(=O)c2ccc(OC)cc2)cc1 (centres undefined)	7	-6	6	-14	1	11	-6.6	-10	-3
COc1ccccc1N1CCN(C(=O)CCCN2C(=O)c3cccc4cccc(c34)C2=O)CC1	1	-6	-1	-15	19	10	-4.5	12	-6
CCOC(=O)/C=C/C(=O)Nc1ccc(S(=O)(=O)Nc2c(C)cc(C)cc2C)cc1	0	-4	-1	-3	-3	4	0.5	-3	8
O=C(Nc1ccc2c(c1)OCO2)c1ccc(Cl)cc1Cl	2	-3	-5	-5	3	0	0.6	-6	9
COC(=O)c1ccc(OCC(O)CN(CC(C)C)CC(C)C)cc1 (centres undefined)	0	15	-3	5	-4	0	-1.2	-30	8
O=C1c2ccccc2C(=O)N1OCCOCCOCCBr	-1	10	0	5	-4	2	0.9	-1	8
CCCCn1cnc2sc3c(c2c1=N)CCCC3	1	-8	-3	-8	5	5	1.1	8	-7
O=[N+]([O-])c1cc(Cl)cc(/C=N/Nc2nc3ccccc3s2)c1O	-10	5	1	11	8	1	-6.5	-14	10
Cc1c(S(=O)(=O)Nc2cccc3ccccc23)c(=O)n(C)c(=O)n1C	-12	3	-3	10	-13	1	0.1	-1	4
CCOc1ccc(C(=O)Nc2ccc3c(c2)OCCO3)cc1[N+](=O)[O-]	2	-8	-3	-4	15	2	-1.2	-6	7
O=C(NN1C(=O)C2C3C=CC(C4CC34)C2C1=O)c1ccc(Br)cc1 (centres undefined)	-1	-1	-1	1	13	3	-3.6	-5	3
CCN(CC)c1ccc2cc(C(N)=O)c(=N)oc2c1	-3	-5	3	-1	3	2	258*	-3	10
COc1ccccc1N(C)S(=O)(=O)c1ccc(C(=O)Nc2ncc(C)s2)cc1	-7	-3	-2	-1	8	1	-0.1	-1	0
COc1ccc(C2SCC(C(=O)NCc3ccc(F)cc3)N2C(C)=O)cc1 (centres undefined)	-4	3	0	-5	-1	1	-0.4	-20	9
O=C(CSc1ccc(C(F)(F)F)cc1[N+](=O)[O-])NCCOc1ccccc1	-15	3	-2	-4	-4	1	-0.1	-1	3
CC[C@]1(C(=O)OC)[C@H]2C(=O)N(Cc3ccccc3)C(=O)[C@H]2[C@H]2CN=C(SCC3CC3)N21	-6	6	-2	2	-3	0	-4.1	-11	10
CCCNC(=O)Cn1c(=O)/c(=C\c2ccc(-c3cccc([N+](=O)[O-])c3)o2)s/c1=C\C(=O)C(C)(C)C	0	-2	4	4	2	3	57*	-2	3
COC(=O)[C@]12CCCCC=C1N(Cc1ccc3c(c1)OCO3)C(=O)[C@H](CC(=O)N1CCOCC1)C2	1	-4	5	-8	7	12	x	x	x
O=C(NCCN1CCOCC1)c1ccc(Cl)c([N+](=O)[O-])c1	1	-2	-3	-7	10	0	1.8	-6	0
COc1ccc(CC(=O)N2CCN=C2SCc2ccc([N+](=O)[O-])cc2)cc1	19	-19	-7	-8	10	0	0.0	17	-7
O=C(NCC(c1ccco1)N1CCCCC1)c1ccc(S(=O)(=O)Nc2ccccc2)cc1 (centres undefined)	2	-4	-4	2	-2	3	8.4	32*	-25
Cc1sc2nc(CC(=O)N3CCCC3)[nH]c(=O)c2c1C	1	4	0	-6	-12	1	-0.3	-7	7
CC(=O)N1CSCC1C(=O)NNS(=O)(=O)c1cccc(C(F)(F)F)c1 (centres undefined)	1	-4	0	1	5	1	-1.1	-9	4
Cc1ccc2nc(NC(=O)CS(=O)(=O)Cc3ccccc3)sc2c1	-1	-7	5	5	5	0	2.9	-3	3
Cc1ccc(Nc2n[nH]c(C)c2[N+](=O)[O-])cc1C	3	0	0	-3	-2	2	-1.8	6	0
CCC(=O)N1CCN(c2ccc(NC(=O)COc3ccc(CC)cc3)cc2)CC1	12	-7	2	-4	7	6	-0.9	9	-4

Quoted at random: 7 compounds from above, in no set order.
structure	M4 antag	CHRM4 PAM	CHRM5 agonist	M5 PAM	CHRM5 antagonist	M4 ag	CRFR2-BP ag	M1 antag	M1 PAM
Cc1ccc(Nc2n[nH]c(C)c2[N+](=O)[O-])cc1C	3	0	0	-3	-2	2	-1.8	6	0
Cc1sc2nc(CC(=O)N3CCCC3)[nH]c(=O)c2c1C	1	4	0	-6	-12	1	-0.3	-7	7
CCC(=O)N1CCN(c2ccc(NC(=O)COc3ccc(CC)cc3)cc2)CC1	12	-7	2	-4	7	6	-0.9	9	-4
CC(=O)N1CSCC1C(=O)NNS(=O)(=O)c1cccc(C(F)(F)F)c1 (centres undefined)	1	-4	0	1	5	1	-1.1	-9	4
COc1ccc(CC(=O)N2CCN=C2SCc2ccc([N+](=O)[O-])cc2)cc1	19	-19	-7	-8	10	0	0.0	17	-7
O=C(NCC(c1ccco1)N1CCCCC1)c1ccc(S(=O)(=O)Nc2ccccc2)cc1 (centres undefined)	2	-4	-4	2	-2	3	8.4	32*	-25
Cc1ccc2nc(NC(=O)CS(=O)(=O)Cc3ccccc3)sc2c1	-1	-7	5	5	5	0	2.9	-3	3

High-throughput results as filed in PubChem BioAssay.
